# MrgX1 agonist: agonists of human MrgX1 receptor, primary screen, HEK293 cells, Fluo-4 calcium flux. 310,000 compounds, 0.44% hits. Fluo-4 calcium fluorescence, agonist mode; stronger effect = higher value. Mas-related G-protein coupled receptor member X1 (Homo sapiens), Q96LB2. B-score at 10 µM;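 active = calcium response B-score plate-corrected fluorescence ratio at least 3 library SD, with starting fluorescence B-score inside 5 SD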
#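 Assay system: MrgX1-expressing HEK293 cells / Amount: fifteen thousand cells per well / Doses: test compound in the initial addition of three / Timing: cells plated overnight, dye loaded 0.5 h 37 °C, 0.5 h room temperature / Technique: kinetic calcium dye fluorescence, Fluo-4 NW / Control set: positive and negative controls per plate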
# hERG protect: hERG rescue from dofetilide block, primary screen, cell-based, CHO-hERG, FluxOR thallium flux, dofetilide IC70; Voltage-gated inwardly rectifying potassium channel KCNH2 (Homo sapiens), Q12809; dofetilide IC70 present; activation (rescue from dofetilide block), less the hit threshold, % at 10 µM; 310,000 compounds, 0.51% hits;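 active = activation above the mean of controls blocked by dofetilide plus 5 SD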;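 also: thallium influx through hERG after potassium depolarization seen as dye fluorescence rise; in these data hits start at about 4.7%; inactives centre near -7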
# KCNK9 block: KCNK9 potassium channel inhibitors, primary screen, HEK293 cells, thallium flux; 310,000 compounds, 1.2% hits; FluxOR thallium flux fluorescence; stronger effect = lower value; B-score at 10 µM; Potassium channel subfamily K member 9 (Homo sapiens), Q9NPC2;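 active = ratio B-score over 3 SD below the library mean, with starting fluorescence within 5 SD of its mean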;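 also: negative B-score means less thallium flux so channel inhibition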
# Target sequence (Q9NPC2 whole entry, looked up): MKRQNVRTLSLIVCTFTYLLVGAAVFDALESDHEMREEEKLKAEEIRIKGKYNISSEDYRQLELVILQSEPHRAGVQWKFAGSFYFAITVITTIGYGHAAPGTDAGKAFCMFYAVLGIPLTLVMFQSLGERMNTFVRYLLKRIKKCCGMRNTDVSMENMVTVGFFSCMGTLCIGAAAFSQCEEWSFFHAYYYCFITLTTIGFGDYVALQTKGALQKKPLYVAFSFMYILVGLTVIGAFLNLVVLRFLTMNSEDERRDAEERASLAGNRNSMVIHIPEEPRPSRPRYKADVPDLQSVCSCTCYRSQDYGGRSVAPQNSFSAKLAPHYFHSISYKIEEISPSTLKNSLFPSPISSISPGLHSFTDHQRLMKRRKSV
# TMEM16A act: TMEM16A chloride channel activators or potentiators, primary screen, cell-based, HTS. Anoctamin-1 (Mus musculus), Q8BHY3. HEK293 TMEM16A/YFP-H148Q/I152L, iodide quench fluorescence; stronger effect = lower value. B-score at 10 µM. 340,000 compounds, 0.3% hits. AID 623877, 2012;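 active = fluorescence-ratio B-score plate-corrected deviation score at least 3 library SD below zero, with starting fluorescence score within 5 deviations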;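 also: channel opened by trigger with iodide after compound preincubation; score built on the fluorescence ratio of max minus min over baseline; more negative score means more quench and so TMEM16A activation or potentiation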
# MrgX1 PAM: positive allosteric modulators of MrgX1, primary screen, HEK293 cells, Fluo-4 calcium flux. 310,000 compounds, 0.63% hits. B-score at 10 µM. FDSS; stronger effect = higher value. Mas-related G-protein coupled receptor member X1 (Homo sapiens), Q96LB2;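 active = plate-corrected calcium response at least 3 library SD above typical, normal starting fluorescence, not activating the receptor alone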;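 also: compound read alongside a low EC10 to EC30 dose of BAM8-22 agonist; peak minus trough fluorescence over baseline measured at the second addition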
# KCNQ1 inh: inhibitors of human KCNQ1 channel, primary screen, cell-based, thallium flux, high-throughput; Potassium voltage-gated channel subfamily KQT member 1 (Homo sapiens), P51787; CHO-K1 KCNQ1, FluxOR thallium flux fluorescence; stronger effect = higher value; B-score at 10 µM; 310,000 compounds, 1.3% hits;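 active = compounds whose thallium flux B-score, printed positive for inhibition, exceeds three library SD while starting fluorescence stays within three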;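 also: channel opened by potassium depolarization with thallium stimulus after 20 min compound exposure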
# KCNK3 block: human KCNK3 channel inhibitors, primary screen, CHO cells, FluxOR thallium flux, B-score | Potassium channel subfamily K member 3 (Homo sapiens), O14649 | FluxOR fluorescence; stronger effect = lower value | B-score at 10 µM | 340,000 compounds, 0.84% hits;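 active = B-score under library mean minus 4 SD, starting fluorescence ratio at most library mean plus 5 SD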;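 also: more negative B-score means stronger inhibition of thallium flux through KCNK3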
# Target sequence (O14649 whole entry, looked up): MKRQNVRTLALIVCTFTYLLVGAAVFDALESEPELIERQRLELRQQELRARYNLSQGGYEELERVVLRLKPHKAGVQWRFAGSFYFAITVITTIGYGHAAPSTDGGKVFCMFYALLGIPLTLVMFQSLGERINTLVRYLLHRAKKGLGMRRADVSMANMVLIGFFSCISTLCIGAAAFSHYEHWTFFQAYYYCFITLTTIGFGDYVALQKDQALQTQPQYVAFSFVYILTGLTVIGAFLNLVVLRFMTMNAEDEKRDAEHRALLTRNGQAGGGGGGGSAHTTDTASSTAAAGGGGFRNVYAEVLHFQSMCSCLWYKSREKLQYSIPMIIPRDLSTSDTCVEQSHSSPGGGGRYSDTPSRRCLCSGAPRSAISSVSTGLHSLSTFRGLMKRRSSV
# KCNQ1 act: potentiators or activators of KCNQ1 channel, primary screen, cell-based, thallium flux, high-throughput; B-score at 10 µM; CHO-K1 KCNQ1, thallium flux FluxOR fluorescence; stronger effect = higher value; 310,000 compounds, 0.35% hits; Potassium voltage-gated channel subfamily KQT member 1 (Homo sapiens), P51787;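 active = fluorescence ratio B-score, a plate-corrected score, at least three library SD, with initial intensity B-score within 5 SD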
#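 assay system = KCNQ1-transfected CHO-K1 cells | medium = assay buffer with matched DMSO | probe or stimulus = depolarizing K+/Tl+ stimulus, K2SO4 and Tl2SO4 each 12.5 mM in 5x stock | dosing = single dose | incubation = dye 90 min, compound 20 min, room temperature | detection = kinetic FluxOR fluorescence, 10 s baseline plus 110 s post-stimulus | evaluation = ratio B score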
# RGS4 block: RGS4 inhibitors, primary screen, cell-based, HEK293 M3R inducible RGS4, calcium flux; Fluo-4 calcium flux; stronger effect = higher value; triggered by carbachol at its EC20; B-score at 10 µM; 310,000 compounds, 0.45% hits;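 active = B-score, a plate-corrected calcium signal, over three deviations above library mean, with baseline fluorescence within five deviations of library mean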;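 also: RGS4 expression induced by doxycycline in cells with stable M3 receptor; B-score is computed from the integrated fluorescence ratio over baseline after carbachol; higher B-score means a larger calcium signal and so more RGS4 inhibition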
# Target sequence (P49798 whole entry, looked up): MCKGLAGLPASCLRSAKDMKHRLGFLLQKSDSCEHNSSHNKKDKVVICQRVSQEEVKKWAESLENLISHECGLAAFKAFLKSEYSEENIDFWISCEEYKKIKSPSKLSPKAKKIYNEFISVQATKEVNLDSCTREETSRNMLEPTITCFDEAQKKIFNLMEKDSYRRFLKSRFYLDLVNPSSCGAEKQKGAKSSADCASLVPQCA
# RGS4 pot: RGS4 potentiators or activators, primary screen, cell-based, HEK293 M3R inducible RGS4, calcium flux. carbachol calcium flux Fluo4; stronger effect = lower value. 310,000 compounds, 0.92% hits. B-score at 10 µM;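 active = B-score of the integrated calcium signal more than 4 SD below the library mean, with starting fluorescence not abnormally high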;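 also: negative B-score means reduced calcium response which marks RGS4 activation or potentiation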
#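 System – HEK293 FlpIn-TREx cells, stable M3R, doxycycline-inducible RGS4 · Reagent – ECmax carbachol challenge · Times – compound preincubation 20 min at room temperature before agonist · Technique – Fluo4 fluorescence kinetic imaging of calcium · Measure – B score of integrated Fluo4 ratio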
# ANO1 block: TMEM16A chloride channel inhibitors, primary screen, cell-based, HTS. Anoctamin-1 (Mus musculus), Q8BHY3. HEK293 TMEM16A/YFP iodide influx fluorescence, ionomycin. normalized B-score (activity score, 25-100; higher = stronger inhibition) at 10 µM. 310,000 compounds, 1.2% hits. AID 588511, 2011;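 active = ratio plate-corrected score three or more library SD toward inhibition, starting fluorescence score within five deviations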;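 also: score derived from kinetic fluorescence span divided by baseline fluorescence per well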
# Numbers without * were called inactive; i = inactive.
SMILES,MrgX1 agonist,hERG protect,KCNK9 block,TMEM16A act,MrgX1 PAM,KCNQ1 inh,KCNK3 block,KCNQ1 act,RGS4 block,RGS4 pot,ANO1 block
CC(=O)c1ccc(N(C(=O)CS(=O)CC(=O)Nc2ccc(F)cc2)C(C(=O)NC2CCCCC2)c2cccs2)cc1 (centres undefined),i,-4,i,i,i,i,i,i,i,i,i
COc1ccc(CCN2C(=O)CSC2c2ccc(OC)c(OC)c2)cc1OC (centres undefined),i,-13,i,i,i,i,i,i,i,i,i
CCn1c(SCC(=O)Nc2ccc3c(c2)OCCO3)nnc1-c1c[nH]c2ccccc12,i,-2,i,i,i,i,i,i,i,i,i
CC1CCCC(NC(=O)CNC(=O)c2cccs2)C1C (centres undefined),i,-11,i,i,i,i,i,i,i,i,i
COc1cc(Br)cc(C(c2c(C)n(C)n(-c3ccccc3)c2=O)c2c(C)n(C)n(-c3ccccc3)c2=O)c1O,i,-9,i,i,i,i,i,i,i,i,i
N#Cc1nc(-c2ccco2)oc1N1CCc2ccccc2C1,i,-11,i,i,i,i,i,i,i,i,i
O=S1(=O)c2ccccc2C(CCO)N1Cc1ccccc1 (centres undefined),i,-6,i,i,i,i,i,i,i,i,i
CN(C)c1ccc(/C=N/N2C(=S)SC(C)(C)C2N(O)C(=O)Nc2ccc([N+](=O)[O-])cc2)cc1 (centres undefined),i,-7,i,i,i,i,i,i,i,i,i
COc1cc(C=C2C(=O)OC(C)(C)OC2=O)cc(Cl)c1OCC(=O)Nc1ccccc1,i,-5,i,i,i,i,i,i,i,i,i
Nc1nnc(SCC(=O)Nc2cc(C(F)(F)F)ccc2N2CCOCC2)s1,i,-6,i,i,i,i,i,i,i,i,i
Nn1c(SCc2ccccc2F)nnc1-c1cccnc1,i,-7,i,i,i,i,i,i,i,i,i
COc1cccc(/C=C2\CCC(C3CCCC3)C2=O)c1 (centres undefined),i,-2,i,i,i,i,i,i,i,i,i
COc1cccc(N2CC(C(=O)Nc3nnc(SCC(=O)NC4CCCC4)s3)CC2=O)c1 (centres undefined),i,-9,i,i,i,i,i,i,i,i,i
CN(C)C(=O)C1Cc2ccccc2CN1S(=O)(=O)c1ccc(F)cc1 (centres undefined),i,-1,i,i,i,i,i,i,i,i,i
Oc1cc(O)cc(-c2cc3ccc(O)cc3o2)c1,i,-11,i,i,i,i,i,i,i,i,i
O=[N+]([O-])c1ccccc1NCCNS(=O)(=O)c1ccc(Cl)cc1,i,-7,i,i,i,i,i,i,i,i,i
CCOC(=O)c1c(CSc2ccccc2)n(C)c2cc(Br)c(O)c(CN(C)C)c12,i,-20,-6.7*,i,i,i,i,i,i,i,i
CCOc1cc(C2C(C(=O)c3ccccc3)=C(C(=O)OC)Nc3nnnn32)ccc1O (centres undefined),i,-9,i,i,i,i,i,i,i,i,i
CC1=C(C(=O)OCCBr)C(c2cccc3ccccc23)NC(=O)N1 (centres undefined),i,-5,i,i,i,i,i,i,i,i,i
O=C(/C=C/c1ccccc1)OCCCCN=C1NS(=O)(=O)c2ccccc21,i,-4,i,i,i,i,i,i,i,i,i
CNS(=O)(=O)c1cccc(C(=O)OCC(=O)C23CC4CC(CC(C4)C2)C3)c1,i,-8,i,i,i,i,i,i,i,i,i
COC(=O)c1ccc(SCC(=O)N2CCC(C)CC2)c([N+](=O)[O-])c1,i,-10,i,i,i,i,i,i,i,i,i
Cc1ccc(-n2c(N)c(C(=O)N3CCOCC3)sc2=S)cc1,i,-18,i,i,i,i,i,i,i,i,i
CC(C)C(NC(=O)c1ccccc1)C(=O)N/N=C\c1ccco1 (centres undefined),i,-4,i,i,i,i,i,i,i,i,i
COc1cccc2[nH]c(C(=O)NCC3CCCO3)cc12 (centres undefined),i,-2,i,i,i,i,i,i,i,i,i
Cc1cc(OCc2ccc(C(=O)NN=C3CCCC3)cc2)ccc1Cl,i,-9,i,i,i,i,i,i,i,i,i
CC(C)(C)c1cc(NC(=O)c2c(F)cccc2Cl)n(-c2ccccc2)n1,i,-5,i,i,i,i,i,i,i,i,i
CCOC(=O)c1cc[n+](CC(=O)c2ccc(F)cc2)cc1,i,-2,i,i,i,i,i,i,i,i,i
COc1ccc(N/C(=N\c2nc(C)cc(C)n2)NC(C)=O)cc1OC,i,-10,i,i,i,i,i,i,i,i,i
Cc1ccc(Cl)cc1NC(=O)C1CCN(S(C)(=O)=O)CC1,i,-9,i,i,i,i,i,i,i,i,i
Cc1cc2oc(C(=O)NCCc3ccc(S(N)(=O)=O)cc3)c(C)c2cc1C,i,-14,i,i,i,i,i,i,i,i,i
CC(C)NC(=O)CN1C(=O)C(C)(C)Oc2ccc(C(=O)NC3CCCCC3)cc21,i,-6,i,i,i,i,i,i,i,i,i
COc1cc(/C=C/C(=O)Nc2nnc(CC(C)C)s2)cc(OC)c1OC,i,-2,i,i,i,i,i,i,i,i,i
CCN(c1cccc(C)c1)S(=O)(=O)c1cn(CC(=O)OC)c2ccc([N+](=O)[O-])cc12,i,-2,i,i,i,i,i,i,i,i,i
CCOC(=O)c1sc(-c2ccc(Cl)cc2)nc1O,i,-4,i,i,i,i,i,i,i,i,i
Cc1cccc(N2CC(C)Cn3c2nc2c3c(=O)[nH]c(=O)n2C)c1 (centres undefined),i,-4,i,i,i,i,i,i,i,i,i
CCOC(=O)CSc1nc2ccccc2c(=O)n1CC1CCC(C(=O)NCc2ccco2)CC1 (centres undefined),i,-16,i,i,i,i,i,i,i,i,i
Cc1cc(C)c(NC(=O)C2CCN(c3cnccn3)CC2)c(C)c1,i,-8,i,i,i,i,i,i,i,i,i
COCCNC(=O)c1cc2nc(-c3ccc(F)cc3)cc(C(F)(F)F)n2n1,i,-15,i,i,i,i,i,i,i,i,i
COc1ccc(C)cc1S(=O)(=O)NC1CCCCC1,i,4,i,i,i,i,i,i,i,i,i
COc1ccc(S(=O)(=O)N2CCCC2)c(Cl)c1Cl,i,-2,i,i,i,i,i,i,i,i,i
N#Cc1ccc(CSc2nnc(-c3cccs3)n2-c2ccccc2)cc1,i,-24,i,i,i,i,i,i,i,i,i
CC(=O)Nc1nc(C)c(Oc2ccc(Cl)cc2)c(=O)[nH]1,i,-9,i,i,i,i,i,i,i,i,i
CCOC(=O)N1CCN(C2CCCN(C(=O)c3ccccc3SC)C2)CC1 (centres undefined),i,-5,i,i,i,i,i,i,i,i,i
S=C(NCCCN1CCOCC1)Nc1cccc(-c2nnc3n2CCCCC3)c1,i,-14,i,i,i,i,i,i,i,i,i
CN(C)/C=N/c1cc(=O)[nH]c(=O)n1Cc1ccccc1,i,-7,i,i,i,i,i,i,i,i,i
CC(=O)NC(=S)Nc1ccc(NC(=S)NC(=O)/C=C/c2ccco2)cc1,i,-4,i,i,i,i,i,i,i,i,i
COc1ccccc1NC(=O)c1cnc2n(c1=O)CCS2,i,-8,i,i,i,i,i,i,i,i,i
O=C(CSc1nc(-c2ccccc2)c(-c2ccccc2)[nH]1)NCC1CCCO1 (centres undefined),i,-8,i,i,i,i,i,i,i,i,i
CC(C)N1CCC(N2CCN(Cc3cccnc3)CC2CCO)CC1 (centres undefined),i,-11,i,i,i,i,i,i,i,i,i
NC(=O)C(=O)NN=C1CCC(c2ccccc2)CC1 (centres undefined),i,-8,i,i,i,i,i,i,i,i,i
COc1ccc2[nH]cc(C(=O)CCl)c2c1,i,-7,i,i,21*,i,i,i,i,i,i
CCn1c(SCC(=O)NCC2CCCO2)nnc1-c1c[nH]c2ccccc12 (centres undefined),i,-5,i,i,i,i,i,i,i,i,i
O=C(CS(=O)c1ccc(F)cc1)N1CCOCC1 (centres undefined),i,-9,i,i,i,i,i,i,i,i,i
Cc1nn(-c2ccccc2)c(C)c1NC(=O)COC(=O)Cc1cccc(C(F)(F)F)c1,i,-8,i,i,i,i,i,i,i,i,i
CC1CC2(C)Oc3ccccc3CC2C(C)C1CNCCCN(C)C (centres undefined),i,-6,i,i,i,i,i,i,i,i,i
CCN1CCN(CCCN(Cc2ccco2)C(=S)Nc2ccccc2Cl)CC1,i,2,i,i,i,i,i,i,i,i,i
COc1ccc(/C=N/Nc2ccc(C(=O)O)cc2)cc1OC,i,-11,i,i,i,i,i,i,i,i,i
COc1cc(C(=O)Nc2cccc(S(=O)(=O)N3CCCC3)c2)c([N+](=O)[O-])cc1OC,i,-8,i,i,i,i,i,i,i,i,i
CC(C)CCOC(=O)C1[C@H]2C(=O)N(Cc3cccs3)C[C@]23C=C[C@H]1O3 (some centres undefined),i,-1,i,i,i,i,i,i,i,i,i
CC(=O)NC1CC2CCCC(C1)N2S(=O)(=O)c1ccccc1 (centres undefined),i,-10,i,i,i,i,i,i,i,i,i
COc1ccc(NC(=O)N2CCC(C(=O)c3ccc4c(c3)OCCO4)CC2)cc1,i,-4,i,i,i,i,i,i,i,i,i

# High-throughput results (PubChem BioAssay)
